CCT modulator – cytosolic chaperonin activity modulation; purified chaperonin ATPase assay, HTRF ADP detection, 30 min; activity change, % (concentration not given with the values), hits read low; 360,000 tested, 0.3% active; AID 651819; in the data active means activity change below about -30%; further: on the % scale 0 is the no-effect control and ±100 the full control effect
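TRiC at 40 or 20 nM final (batch-dependent) in 30 mM Tris pH 7.4, 100 mM KCl, 5 mM MgCl2, 1 mM DTT, with compound at single 76 uM and 10 uM ATP, 30 min at 37 deg C. ADP detected by HTRF Transcreener, 665/615 ratio.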
WRN inhibitor – WRN helicase (human) inhibition; WRN helicase unwinding, fluorescent forked duplex, kinetic; Q14191; Potency, µM (top dose mostly 114 µM), for the others: top-dose activity change, negative = inhibition, most hits filed as inhibitors; 360,000 tested, 0.46% active; further: potency means the concentration at half of the fitted maximal effect; on the % scale 0 is the no-effect control and ±100 the full control effect; nearly all actives have a fitted effect of over 55% in size
Target sequence (Q14191 whole entry, looked up): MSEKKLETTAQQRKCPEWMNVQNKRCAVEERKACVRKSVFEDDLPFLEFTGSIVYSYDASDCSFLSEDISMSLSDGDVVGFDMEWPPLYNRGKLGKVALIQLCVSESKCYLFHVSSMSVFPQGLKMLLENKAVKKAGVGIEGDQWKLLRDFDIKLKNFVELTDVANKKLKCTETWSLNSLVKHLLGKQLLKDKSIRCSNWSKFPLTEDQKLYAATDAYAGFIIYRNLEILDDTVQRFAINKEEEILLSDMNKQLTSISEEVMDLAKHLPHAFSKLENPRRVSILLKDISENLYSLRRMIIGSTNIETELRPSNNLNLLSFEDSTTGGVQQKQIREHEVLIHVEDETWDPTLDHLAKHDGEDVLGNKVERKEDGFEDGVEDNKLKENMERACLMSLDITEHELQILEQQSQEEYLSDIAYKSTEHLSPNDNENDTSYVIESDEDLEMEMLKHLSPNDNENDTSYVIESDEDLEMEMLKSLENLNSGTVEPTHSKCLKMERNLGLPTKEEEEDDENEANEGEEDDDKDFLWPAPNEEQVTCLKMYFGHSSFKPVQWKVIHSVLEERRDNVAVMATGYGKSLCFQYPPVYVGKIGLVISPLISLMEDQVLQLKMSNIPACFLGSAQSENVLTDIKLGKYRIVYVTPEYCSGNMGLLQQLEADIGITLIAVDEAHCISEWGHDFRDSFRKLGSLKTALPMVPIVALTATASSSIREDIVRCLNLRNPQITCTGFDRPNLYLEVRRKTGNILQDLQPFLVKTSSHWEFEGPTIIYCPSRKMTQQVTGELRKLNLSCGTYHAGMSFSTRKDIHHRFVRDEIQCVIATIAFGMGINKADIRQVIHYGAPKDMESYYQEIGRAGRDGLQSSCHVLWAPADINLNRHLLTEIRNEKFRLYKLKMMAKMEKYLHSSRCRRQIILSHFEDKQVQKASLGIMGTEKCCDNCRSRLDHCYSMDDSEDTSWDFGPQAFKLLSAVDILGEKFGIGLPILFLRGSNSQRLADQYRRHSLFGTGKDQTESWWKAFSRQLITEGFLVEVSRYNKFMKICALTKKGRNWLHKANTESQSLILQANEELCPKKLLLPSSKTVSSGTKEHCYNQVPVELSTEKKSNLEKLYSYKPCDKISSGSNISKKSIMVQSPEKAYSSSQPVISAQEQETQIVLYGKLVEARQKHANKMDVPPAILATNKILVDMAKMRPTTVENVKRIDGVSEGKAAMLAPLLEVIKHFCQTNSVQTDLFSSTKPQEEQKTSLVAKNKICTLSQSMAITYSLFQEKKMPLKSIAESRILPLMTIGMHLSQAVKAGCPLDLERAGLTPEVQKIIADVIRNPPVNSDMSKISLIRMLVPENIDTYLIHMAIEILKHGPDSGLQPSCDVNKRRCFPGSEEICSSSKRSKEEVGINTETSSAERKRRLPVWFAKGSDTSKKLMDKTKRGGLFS
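Screening of the MLSMR collection measured strand separation of a quenched forked DNA duplex (100 nM) by 20 nM WRN with 2 mM ATP, all final. Compounds were preincubated with enzyme 15 min at room temperature.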
EPAC1 ag – agonists of human EPAC1; O95398; Potency, µM (series often up to 154 µM), for the others: at the top dose activation, actives largely listed as activators; AID 720707; EPAC1 agonist qHTS, biochemical assay; response scale: 100% = response to 6.5 mM cAMP; 360,000 tested, 0.073% active; further: potency means the concentration at half of the fitted maximal effect; nearly all actives have a fitted effect of over 60% in size
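Fluorescent GDP-exchange assay: 100 nM EPAC1 with 250 nM Rap1B preloaded with BODIPY-GDP and 50 uM GDP; compounds tested as concentration series, 5 min at room temperature, then read every 5 min for 30 min (ex 480/em 540 nm); normalized to 6.5 mM cAMP.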
PI5P4Ka inh – inhibitors of human PI5P4K alpha; PI5P4Kalpha enzyme, ADP-Glo luminescence, 60 min; stronger effect = lower value; max response, %; 330,000 tested, 1.2% active; P48426; AID 652105; active means max response of -50% or lower; inconclusive means between -30% and -50%; inactive means -30% or higher; further: value at the top dose of about 77 µM; on the % scale 0 is the no-effect control and ±100 the full control effect
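ADP-Glo luminescence end-point read after a 60 min room-temperature kinase reaction of PI5P4Kalpha plus substrate, initiated with ATP at 5 microM final. Buffer: 0.038 M HEPES pH 7.4, EGTA, 0.1% CHAPS, 5% DMSO.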
PLK1 PBD inh – PLK1 (human) polo-box domain binding inhibition; Plk1 PBD binding of FITC phosphopeptide, fluorescence polarization; Potency, µM, inactives show max response, negative = inhibition, actives largely listed as inhibitors; 360,000 tested, 2.8% active; AID 720504; P53350; further: potency means the concentration at half of the fitted maximal effect; series mostly up to about 57 µM; on the % scale 0 is the no-effect control and ±100 the full control effect; nearly all actives have a fitted effect of over 65% in size
EPAC1 antag – EPAC1 (human) antagonism; EPAC1 GEF assay, Rap1b-BODIPY-GDP exchange fluorescence; Potency, µM (titrated, usually from 115 µM), for the others: top-dose activity change, negative = inhibition, actives largely listed as inhibitors; 360,000 tested, 0.14% active;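 further: potency means the concentration at half of the fitted maximal effect; plate controls were vehicle for no effect and positive control for full effect; nearly all actives have a fitted effect of over 50% in size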
EPAC2 antag – antagonists of human EPAC2; Potency, µM (highest dose often 114 µM), without a hit: top-dose activity, negative = inhibition, usual class: inhibitors; AID 720708; Q8WZA2; 360,000 tested, 0.18% active; EPAC2 GEF exchange of Rap1B-BODIPY-GDP, fluorescence; further: potency means the concentration at half of the fitted maximal effect; on the % scale 0 is the no-effect control and ±100 the full control effect; nearly all actives have a fitted effect of over 45% in size; many of its hits are not listed in these tables
Mm-Cpn inhibitor – blocks the Methanococcus maripaludis chaperonin Mm-Cpn. Potency, µM (highest dose often 76.9 µM), inactives show at the top dose activity, negative = inhibition, most hits filed as inhibitors. 330,000 tested, 0.031% active. purified Mm-Cpn ATPase, ADP Transcreener TR-FRET. AID 504842; further: potency means the concentration at half of the fitted maximal effect; on the % scale 0 is the no-effect control and ±100 the full control effect; nearly all actives have a fitted effect of over 80% in size
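Measured: ADP formation by purified Mm-CPN. Conditions: 25 nM protein, 10 uM ATP, Tris pH 7.4 with Mg2+, K+ and DTT, 37°C for 30 min. Detection: Transcreener HTRF after 30 min at room temperature.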
* = called active by the depositor; ? = inconclusive; . = no result given; [ ] = remark or other dose. Unless noted, the call rests on the fitted dose curve; in most records, active means well fitted curve in the direction sought with a large enough effect; inconclusive means small, poorly fitted or top-dose-only effect, or another doubt; inactive means no such curve, though single readings can be large; an effect the other way counts as inactive or inconclusive. These rows are one share of the data; count on the stated rates, not on these rows.

Below each SMILES – PI5P4Ka inh, WRN inhibitor, Mm-Cpn inhibitor, PLK1 PBD inh, EPAC1 ag, EPAC1 antag, CCT modulator, EPAC2 antag
CSc1ncnc2c1ncn2CCCNCCCc1ccccc1
    -2, -6%, ., -8%, 15%, -4%, 0.5, 2%
Oc1ccccc1N1CCN(c2nnnn2-c2ccccc2)CC1
    -11, -4%, 0%, 30µM*, -4%, 5%, -0.6, 4%
COCC(C)N=C1NN=C(c2ccc(NC(C)=O)cc2)CS1 (stereo not given)
    3, -5%, -1%, -25%, 0%, -2%, 1.1, -6%
NC(=O)c1c(-c2ccc(Cl)cc2Cl)csc1NC(=O)Cc1ccccc1
    0, 5%, -21%, -11%, 5%, -12%, 0.8, 7%
CCc1nc2c(OCCn3cccc3)cccn2c1N(C)C(=O)C1CC1
    -1, 4%, ., -11%, 14%, 24%, -1.3, 4%
Cc1ccc(NS(=O)(=O)c2cc(C(=O)N3CCN(C)CC3)ccc2C)cc1
    0, 5%, 0%, -4%, 0%, 0%, -0.9, 3%
O=C(O)CSc1nc2ccccc2n1C1CCCCC1
    0, -5%, 2%, -5%, 9%, -6%, 3.5, 0%
O=C(c1cccc(Cl)c1)N1CCN(c2ncnc3c2cnn3-c2ccccc2)CC1
    -1, 6%, 1%, -17%, 5%, 1%, -6.9, 2%
C#CCOn1c(-n2nc(C)cc2C)nc2ccccc2c1=O
    -8, 3%, 1%, -11%, 8%, 10%, 0.9, 6%
CC(OC(=O)c1ccc(NC(N)=O)cc1)C(=O)Nc1ccc2c(c1)OCCO2 (stereo not given)
    8, -6%, 0%, -10%, 15%, -18%, -1.8, -3%
Cc1ccc(S(=O)(=O)N/N=C/c2cnn(C)c2C)cc1
    2, -17%, 2%, -7%, -7%, 13%, -1.8, 9%
CCOc1ccc2nc(NC(=O)CSc3nc4cccnc4n3C)sc2c1
    5, -9%, 0%, 5%, -18%, -4%, -2.7, 6%
O=C(N/N=C/c1ccncc1)c1cc(-c2ccc(Br)s2)[nH]n1
    -3, 2%[11.6 µM], -1%, -12%, -4%, -8%, 1.0, -6%
O=C(N/N=C/c1ccccc1)C(O)c1ccccc1 (stereo not given)
    5, 6%, 0%, -10%, 8%, -18%, -0.9, -4%
CCOC(=O)CSc1nnc2c3ccccc3n(CC)c2n1
    -5, 1%, 0%, -7%, 8%, 1%, -1.6, 4%
CCOc1ccc(CC(=O)Nc2c3c(nn2C(C)(C)C)CS(=O)(=O)C3)cc1
    -2, -7%, 3%, -3%, 5%, -16%, -4.5, 17%
COc1cccc(NC(=S)N2CCN(C/C=C/c3ccccc3)CC2)c1
    ., -20%, 0%, 0%, 7%, 0%, 0.6, -6%
O=C(c1ccc(N2CCCCS2(=O)=O)cc1)N1CCN(c2ccccc2F)CC1
    -6, -3%, -4%, -11%, -7%, 3%, 1.9, -4%
CCN(CC)CCCNC(=O)C1c2ccccc2C(=O)N(C)C1c1ccc(OC)cc1 (stereo not given)
    -1, -2%, 2%, -12%, -20%, 4%, 0.5, 24%
CC(C)C(=O)N1CCCC1(C)C(=O)Nc1ccc(-n2cccc2)cc1 (stereo not given)
    -2, 7%[57.1 µM], ., -2%, -8%, -4%, -0.5, 0%
COC(=O)Cn1nc(-c2ccccc2)c2cc(Cl)ccc21
    ., -8%, 0%, -7%, 25%, 0%, -3.2, -5%
COc1cc(NC(=O)CC2NCCNC2=O)cc(OC)c1 (stereo not given)
    ., 0%, 3%, -3%, 4%, -1%, -0.9, -2%
CC(CNS(=O)(=O)c1ccc(Cl)cc1)n1cncn1 (stereo not given)
    0, -1%, -2%, -11%, 5%, 0%, -2.5, -5%
CC(C)(C)CC(C)(C)Nc1c(-c2ccc(O)cc2)nc2cnccn12
    ., -5%, ., -5%, 4%, 1%, 0.4, -3%
O=C(CN1C(=O)c2ccccc2S1(=O)=O)Nc1ccc([N+](=O)[O-])cc1
    3, 5%, 1%, -12%, 5%, -14%, -1.3, -1%
O=C(c1ccco1)N1CCN(CCCCN2C(=O)c3ccccc3C2=O)CC1
    ., -19%, 1%, -12%, 3%, 4%, 6.6, 22%
CC(C)[C@H](NC(=O)OC(C)(C)C)c1cc(C(=O)N[C@@H](C)c2ccccc2)c(N)s1
    -26, -7%, ., -23%, -12%, -14%, ., -6%
CCCC(NC(=O)CCc1c(C)c2cc3c4c(oc3c(C)c2oc1=O)CCCC4)C(=O)O (stereo not given)
    4, -17%, -4%, -23%, 9%, -8%, 0.1, -17%
CC(=O)ON=C1C=CC(=C(C#N)c2ccccc2)C=C1
    ?, ?, ., 2.4µM*, 2%, ?, -1.1, -17%
COc1cccc(C2c3[nH]c4ccccc4c3CCN2Cc2cccn2-c2ncccn2)c1 (stereo not given)
    5, -1%, 0%, 2%, 9%, 15%, 0.4, -9%
Cc1c(C(=O)c2ccc(Cl)cc2Cl)cnc2cc3c(cc12)OCO3
    -1, -8%, 1%, 30µM*, 20%, -14%, -0.6, -4%
CCCc1c(-c2cccc(Cl)c2)ncn1Cc1ccccc1OC
    16, -7%, ., -4%, 1%, -18%, -1.0, -28%
O=C(/C=C/c1ccc(Cl)cc1)NCCCn1ccnc1
    -1, 10%, 4%, 6%, -10%, -3%, 0.4, -12%
CC(=O)Oc1cc(C(=O)OCC(=O)NC23CC4CC(CC(C4)C2)C3)cc(OC(C)=O)c1OC(C)=O
    ?, 14µM*, ., -11%, -2%, ?, -0.8, -3%
CCOc1cc(N2CCOCC2)c(OCC)cc1NC(=O)COC(=O)c1ccc(Cl)cc1N
    -1, 3%, 2%, -5%, 2%, -7%, 0.7, 3%
CC(=O)Nc1ccc(S(=O)(=O)NCc2cccnc2)cc1
    -1, -2%, 0%, -1%, -5%, 3%, -1.1, 1%
CC(OC(=O)CCN1C(=O)C2CC=CCC2C1=O)C(=O)Nc1ccc(F)cc1 (stereo not given)
    -1, 7%, ., -13%, 8%, -26%, -1.8, 0%
Cc1cnc(NC(=O)c2ccco2)s1
    ., -4%, 1%, -6%, 10%, -13%, 0.7, -7%
COc1ccc(C)cc1Nc1n[n+](-c2ccccc2)c(-c2ccc(C(=O)O)cc2)s1
    -1, 8%, -4%, -25%, 5%, -14%, -4.6, -13%
CC1Sc2ccc(S(=O)(=O)N3CCC(C(=O)Nc4ccc(Cl)cc4)CC3)cc2NC1=O (stereo not given)
    1, 79µM*, 0%, 17%, 22%, -13%, -2.0, -11%
O=C(Cn1ccc2ccccc2c1=O)NCCC(=O)N1CCN(c2ccccc2)CC1
    0, 14%, -2%, -13%, 4%, -6%, -0.3, -8%
COc1cc(/C=C2\SC(=S)N(NS(=O)(=O)c3ccccc3)C2=O)cc(OC)c1OC
    -29, -27%, 4%, 0%, 3%, ?, -3.1, 50µM*
Cc1csc(CCc2nc(C)cs2)n1
    6, -1%, 1%, -3%, 0%, 0%, -0.6, 7%
COc1ccc(CCNC(=O)c2cccc(S(=O)(=O)NC(C)c3ccccc3)c2)cc1 (stereo not given)
    -10, -4%, -1%, -13%, 5%, -19%, 0.0, 3%
CCc1nc2c(OCCn3cccc3)cccn2c1N(C)C(=O)c1ccccc1F
    5, 3%, ., 0%, 4%, -5%, 0.7, 7%
Cc1nc2ccccc2n1CC(=O)NCCN1CCCC1
    ., -3%, -5%, -6%, -2%, -1%, -1.6, 5%
CCN(CC)CCN(C(=O)c1cccc([N+](=O)[O-])c1)c1nc2ccc(OC)cc2s1
    -4, -24%, -12%, 1%, -3%, -6%, -1.0, 1%
CCOC(=O)CCSc1nc(C)c2cc(OC)ccc2n1
    ., -7%, 1%, -11%, 4%, -4%, -0.4, -1%
COc1cccc(OC)c1C(=O)OCC(=O)NCCNC(=O)COC(=O)c1c(OC)cccc1OC
    1, 9%, ., -7%, 4%, 13%, -0.2, 6%
Nc1c(-c2ccccc2)cnc2c(-c3ccccc3)cnn12
    6, 2%, -1%, 2%, 6%, -8%, -0.4, 3%
CN1CCC(=O)N([C@H](CSc2ccc(Br)cc2)c2ccccc2)CC1
    0, 2%, 0%, -26%, -9%, -29%, -1.0, -15%
COc1ccc(OC)c(NC(=O)CCN2CCN(C)CC2)c1
    0, 4%, 1%, 4%, -10%, 5%, 1.4, 25%
COC(=O)C1=C(C)NC(=S)NC1c1sccc1C (stereo not given)
    2, 8%, 0%, -8%, 0%, 20%, -2.1, 13%
CCOc1ccc(-c2nnc(-c3ccncc3)o2)cc1
    -11, -2%, 0%, 27µM*, 5%, 6%, 1.1, 21%
COc1cc(/C=N/NC(N)=O)ccc1OCC(=O)Nc1cc(C)c(C)cc1Br
    -2, 1%, -9%, 4%, -9%, 2%, 0.9, -1%
CCOC(=O)c1nnn2c1nc(N1CCOCC1)c1ccccc12
    -2, -3%, -1%, 2%, 0%, 24%, 0.3, 4%
COc1ccc(CN(C(=S)Nc2ccccc2)C2CC(=O)N(c3ccc(F)cc3)C2=O)cc1 (stereo not given)
    7, -20%, 2%, -4%, -10%, -10%, -1.1, -7%
CCOc1ccc(S(=O)(=O)N2CCCC(C(=O)NCc3ccco3)C2)cc1 (stereo not given)
    4, -1%, -3%, -8%, -2%, 14%, -5.1, 1%
COc1ccc(S(=O)(=O)N2CCc3ccccc32)cc1C(=O)NCCc1ccccn1
    -5, 6%, 0%, -4%, -3%, -4%, -0.7, 2%
COCCNC(=O)C1CCN(C(=O)c2cc3sccc3n2Cc2ccc(F)cc2)CC1
    -6, 1%, -3%, -2%, 10%, 15%, -14, 4%
COc1ccc(CCN(C)C(=O)c2cc(-c3ccc(C)cc3)nc3ccccc23)cc1OC
    2, ?, ., -8%, -1%, ?, -3.0, -17%

Screening results deposited in PubChem BioAssay by National Center for Advancing Translational Sciences (NCATS).
